Screening data: PubChem, several laboratories
SR-BI uptake up = SR-BI HDL lipid transfer activation; CHO ldlA[mSR-BI] cells, DiI-HDL uptake fluorescence, 3 h; 100 = double the neutral-control signal; activation, % at 12.5 µM; 320,000 tested, 0.096% active;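 active = mean replicate activation of at least 60% and every replicate at or above 60%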;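 also: 0% = median plate neutral-control signal and 100% = twice that signal; values of inactives mirror those of a sister screen read the other way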
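Assay system: CHO ldlA[mSR-BI] cells, LDL receptor-null, SR-BI overexpressing; medium: Ham's F12 with 0.5% BSA, HEPES 25 mM, pH 7.4; also added: DiI-HDL 10 µg/mL; timing: 3 h uptake period with compound, 37 °C; signal: DiI fluorescence, bottom read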
dFosB act = activators of mouse delta FosB homodimer. purified delta FosB, TAMRA-CDK5 oligo fluorescence polarization; percent of positive-control signal above neutral wells. activation, % at 25 µM. 340,000 tested, 0.99% active. AID 493131;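 active = mean activation above about 17%, with every replicate also reaching it, limit read from the data, passing the limit was not always enough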;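 also: fluorescence polarization rise as delta FosB binds a TAMRA Cdk5 AP-1 oligo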
Target sequence (P13346 whole entry, looked up): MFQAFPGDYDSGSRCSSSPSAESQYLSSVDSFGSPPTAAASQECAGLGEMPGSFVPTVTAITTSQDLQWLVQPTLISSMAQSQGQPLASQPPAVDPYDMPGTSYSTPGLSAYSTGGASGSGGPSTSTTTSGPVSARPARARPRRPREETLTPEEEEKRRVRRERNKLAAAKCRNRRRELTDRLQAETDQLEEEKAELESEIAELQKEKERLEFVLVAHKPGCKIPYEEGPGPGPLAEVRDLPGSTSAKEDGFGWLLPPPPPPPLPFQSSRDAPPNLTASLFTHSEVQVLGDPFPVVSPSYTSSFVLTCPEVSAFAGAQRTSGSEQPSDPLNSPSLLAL
Wnt act = activators of Wnt/beta-catenin signaling; 300,000 tested, 1.2% active; Wnt/beta-catenin reporter cell assay, activator, plate reader; activation, % at 9.35 µM; in the data active = activation above about 30%, passing the limit was not always enough;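 also: 0% = neutral control wells and 100% = positive control wells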
HTR5A ag = activates human HTR5A in OPRM1-OPRD1 agonist counter-screen; activation, % at 9.3 µM; 340,000 tested, 0.61% active; HTR5A agonist assay, luminescence, cell-based; in the data active = activation mostly above about 9.5%, no sharp cut-off; inactive = mostly below about 7.6%;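 also: 0% = cells with vehicle only and 100% = reference agonist; strong numbers were not always called active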
Target sequence (P47898 whole entry, looked up): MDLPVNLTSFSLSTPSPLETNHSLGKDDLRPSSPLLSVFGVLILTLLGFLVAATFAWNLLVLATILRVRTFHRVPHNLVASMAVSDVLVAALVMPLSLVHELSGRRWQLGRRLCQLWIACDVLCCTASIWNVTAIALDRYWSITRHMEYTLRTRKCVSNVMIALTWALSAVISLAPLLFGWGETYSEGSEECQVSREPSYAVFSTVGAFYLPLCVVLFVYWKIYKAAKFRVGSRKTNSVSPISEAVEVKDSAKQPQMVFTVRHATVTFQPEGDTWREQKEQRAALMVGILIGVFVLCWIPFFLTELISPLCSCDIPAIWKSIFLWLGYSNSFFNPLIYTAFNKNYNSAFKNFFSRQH
PvdQ inh = blocks Pseudomonas aeruginosa PvdQ acylase activity | inhibition, % at 10 µM | purified PvdQ acylase, fluorescence plate reader | 340,000 tested, 0.063% active; in the data active = inhibition above about 30%, passing the limit was not always enough;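 also: 0% = vehicle neutral wells and 100% = reference inhibitor wells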
RTF Ca sens act = cardiac RTF calcium sensitization; P19429+P45379; IANBD-labeled TnC RTF fluorescence at EC20 calcium; 0% EC20 calcium, 100% full calcium; activation, % at 7.2 µM; 340,000 tested, 0.24% active; AID 493008;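 active = activation above the mean over all tested compounds plus 3 SD, cut at about 30% in these data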;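 also: rise in fluorescence read as greater calcium sensitivity of cardiac thin filaments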
CDK5 p35 inh = inhibitors of human CDK5/p35 kinase | Q00535+Q15078 | Recombinant CDK5/p35, ADP-Glo luminescence, 60 min | inhibition, % at 10 µM | 330,000 tested, 0.01% active | AID 488839;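 active = highest replicate inhibition of at least 50% and at least 75% of replicates reaching 50%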;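 also: plate controls were DMSO neutral control for no effect and GW8510 at 10 µM for full effect; many of its hits are not listed in these tables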
SR-BI DiI inh = mouse SR-BI HDL lipid transfer inhibition | 320,000 tested, 0.96% active | inhibition, % at 12.5 µM | Q61009 | ldlA[mSR-BI] CHO cells, DiI-HDL uptake fluorescence, 3 h;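 active = mean replicate inhibition of at least 70% and a set share of replicates each scoring 70 or more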;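 also: 0% = median of neutral control wells and 100% = median of positive control wells; values of inactives mirror those of a sister screen read the other way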
MITF TRPM1 HTS = activators of MITF-driven TRPM1 promoter activity in SK-MEL-5 cells; SK-MEL-5 TRPM1-promoter luciferase, 24 h; % of positive control, neutral wells = 0; activation, % at 12.5 µM; 300,000 tested, 0.75% active; AID 588334;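 active = mean activation of at least 80% with every replicate also reaching 80%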;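 also: 0% = neutral control wells and 100% = parthenolide positive control wells; values of inactives mirror those of a sister screen read the other way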
Rtt109 HAT inh = blocks Candida albicans Rtt109/Vps75 acetyltransferase activity | Q5AAJ8 | purified Rtt109/Vps75, ThioGlo CoA-SH fluorescence, 4 h | inhibition, % at 34.9 µM | 330,000 tested, 0.16% active;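 active = inhibition of at least 50% in every replicate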
Target sequence (Q5AAJ8 whole entry, looked up): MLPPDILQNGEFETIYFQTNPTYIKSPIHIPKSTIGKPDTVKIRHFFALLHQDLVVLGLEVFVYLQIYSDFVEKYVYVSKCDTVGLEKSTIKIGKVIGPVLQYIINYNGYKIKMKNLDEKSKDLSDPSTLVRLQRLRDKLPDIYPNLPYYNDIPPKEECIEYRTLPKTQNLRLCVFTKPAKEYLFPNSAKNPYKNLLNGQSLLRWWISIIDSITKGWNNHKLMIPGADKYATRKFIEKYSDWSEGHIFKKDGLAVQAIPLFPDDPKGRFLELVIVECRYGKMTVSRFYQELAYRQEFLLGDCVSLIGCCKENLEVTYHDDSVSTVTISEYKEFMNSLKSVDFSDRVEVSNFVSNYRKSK
Starred values were filed as active, the others as inactive; . = not tested or not shown. Compounds as they come; any-hit rate near 4.4%.

Structure,SR-BI uptake up,dFosB act,Wnt act,HTR5A ag,PvdQ inh,RTF Ca sens act,CDK5 p35 inh,SR-BI DiI inh,MITF TRPM1 HTS,Rtt109 HAT inh
CC(C)Cn1c(N)c(C(=O)COC(=O)C2Cc3ccccc3CN2S(C)(=O)=O)c(=O)n(C)c1=O (stereo not drawn),-19,-7,-4,4,1,-4,-1.2,19,-7,-6
CN(c1ccccc1)c1nc(N)c([N+](=O)[O-])c(N2CCCCC2)n1,-35,-1,-1,-4,-12,-3,0.6,35,14,13
COC(=O)/C=C1/S/C(=N/NC(=O)c2ccccc2OC)NC1=O,22,1,0,-2,8,-2,.,-22,-3,5
CCOC(=O)c1cnc2ccccc2c1Nc1cc(C(=O)O)ccc1C,25,6,1,-2,-10,-4,-1.4,-25,-11,-1
COc1cccc(-c2nc(CS(=O)(=O)CC(=O)N3CCCCC3)c(C)o2)c1,6,-9,0,-4,-11,-1,-2.0,-6,-14,-3
O=C1C=CC(=Nc2ccc3c(c2)Cc2cc(F)ccc2-3)O1,-13,-9,23,4,1,-10,1.0,13,11,5
CC(=O)c1cc(C#N)c(Oc2ccc(Cl)cc2Cl)nc1C,-36,-3,.,1,-10,4,-0.2,36,-12,4
COc1nsnc1NS(=O)(=O)c1ccc(NC(=S)NC(=O)c2ccncc2)cc1,.,-11,2,3,12,3,-0.5,.,21,21
CCC(=O)Nc1ccc(C(=O)NCCCn2ccnc2)cc1,11,1,2,-4,-10,3,0.2,-11,8,.
C/C(=N\NC(=O)NC1CCCCC1)C1CCCCC1,25,1,2,9,-12,10,-0.2,-25,1,4
Cc1nn(-c2ccccc2)nc1C(=O)Nc1nnc(C(F)(F)F)s1,13,-12,10,-3,-7,-3,1.8,-13,-7,0
Cc1cc(C)c(S(=O)(=O)N2CCCC2)c(C)c1,6,2,1,-3,-2,0,-1.5,-6,.,-8
CCN(C(=O)COc1ccc(C(C)=O)cc1)c1cccc2ccccc12,0,-5,1,-3,7,-6,2.1,0,-3,3
COc1ccc(CCNC(=O)c2ccc(N(C)S(=O)(=O)c3ccccc3)cc2)cc1,-63,-6,-1,1,-3,1,-0.6,63,12,-1
Cc1ccc(NS(=O)(=O)c2cccc(C(=O)NC3CCN(Cc4ccccc4)CC3)c2)c(C)c1,-15,5,-7,-2,-17,3,-6.2,15,7,0
CCCCCCCCOC(=O)C(NC(=O)CCC(=O)Nc1ccc(S(N)(=O)=O)cc1)C(O)c1ccccc1 (stereo not drawn),.,-13,.,2,-24,7,0.9,64,7,14
Cn1c(=O)oc2cc(S(=O)(=O)N3CCN(c4ccccn4)CC3)ccc21,16,9,-2,-5,2,0,-0.1,-16,-4,8
COc1ccc(Cl)cc1C(=O)NCCCN1CCOCC1,2,4,1,0,-21,3,-0.1,-2,.,5
O=C(N/C(=C\c1ccco1)C(=O)N1CCC(O)CC1)c1ccccc1,5,-2,0,-1,-3,-8,0.1,-5,-4,-3
O=C(CSc1ccc(Cl)cc1)Nc1ncccn1,-4,-2,0,1,-9,5,-0.5,4,5,-5

(continued)
Structure,SR-BI uptake up,dFosB act,Wnt act,HTR5A ag,PvdQ inh,RTF Ca sens act,CDK5 p35 inh,SR-BI DiI inh,MITF TRPM1 HTS,Rtt109 HAT inh
CN(CCOc1ccc(Br)cc1)C(=O)CNC(=O)c1ccc2ccccc2c1,-39,-23,-2,4,-11,-2,-4.2,39,-8,5
CSCCC(NC(=O)C1CCC(C)CC1)C(=O)O (stereo not drawn),-3,-1,-4,0,-13,0,1.6,3,-9,9
Cc1ccc(S(=O)(=O)N2CC(C(=O)O)Oc3ccccc32)cc1 (stereo not drawn),-11,0,-2,-4,-1,-4,-0.2,11,3,4
Cc1cc2c(NCCc3ccccc3)ncnc2s1,-21,-5,10,6,3,5,2.2,21,.,-1
CC1CCN(c2ccccc2N)CC1,3,0,.,-2,-9,2,-2.9,-3,.,-3
Cc1ccc(C(=O)N2CC3(C)CN(C(=O)c4ccc(C)cc4)CC(C)(C2)C3=O)cc1,18,-6,.,1,3,3,0.9,-18,7,16
COc1ccc(/C(O)=C2/C(=O)C(=O)N(Cc3cccnc3)C2c2ccccn2)cc1 (stereo not drawn),41,-4,21,0,9,-1,0.8,-41,7,-6
COC(=O)C1CSC(C(=O)OC)N1C(=O)CN1CCN(c2ccccc2)CC1 (stereo not drawn),11,0,-2,-1,-9,2,-3.6,-11,-17,0
COc1ccc(C(=O)NC(=S)N2CCN(c3ccc([N+](=O)[O-])cc3)CC2)cc1,21,-3,-1,-4,-1,10,1.6,-21,-1,0
Cc1cc(=O)oc(C)c1C(=O)NC12CC3CC(CC(C3)C1)C2,-1,4,.,-1,7,-3,1.2,1,0,0
O=C(Cn1cnc2c(nnn2-c2ccccc2)c1=O)N1CCOCC1,11,-1,-2,28*,2,1,-0.3,-11,4,-4
COc1cc(/C=C/C(=O)OCC(=O)NC(C)c2ccccc2)cc(OC)c1OC (stereo not drawn),-39,-2,-3,-1,-14,-2,-0.4,39,5,3
O=C(Nc1ccccc1C(=O)N1CCOCC1)c1ccncc1,10,-4,0,2,16,-3,-0.5,-10,-10,9
O=C(NC(=S)N(CCO)Cc1ccccc1)c1ccc(S(=O)(=O)N2CCCC2)cc1,9,-2,45*,-1,-5,5,0.6,-9,-1,-1
Cc1ccc(CNC(=O)CCc2c(C)nc3c(c(C)nn3-c3ccc(C)cc3)c2C)cc1,15,-5,-4,-3,-12,-3,0.9,-15,-15,-3
COc1cccc(NS(=O)(=O)c2ccc3c(c2)n(C)c(=O)c(=O)n3C)c1,19,-1,.,8,14,0,1.3,-19,.,-10
O=C(N/N=C/c1cccc(Oc2ccccc2)c1)c1ccccc1F,12,-20,7,-2,7,-1,-0.8,-12,26,12
OC(COCc1ccccc1)COCc1ccccc1,-4,-10,4,3,7,-1,-1.9,4,0,10
COC(=O)c1nn(-c2ccccc2)c(Sc2ccc(Br)cc2)c1/C=N/O,-18,-5,.,-5,-8,-3,-1.4,18,6,-6
COc1ccccc1C(=O)NC(CCSC)C(=O)NNC(=O)c1csc(N2CCOCC2)n1 (stereo not drawn),12,-3,-1,3,-12,-1,-1.4,-12,-3,-2

Exported field by field: two of the compounds above.
SMILES: Cc1cc(C)c(S(=O)(=O)N2CCCC2)c(C)c1
- SR-BI uptake up: 6
- dFosB act: 2
- Wnt act: 1
- HTR5A ag: -3
- PvdQ inh: -2
- RTF Ca sens act: 0
- CDK5 p35 inh: -1.5
- SR-BI DiI inh: -6
- MITF TRPM1 HTS: .
- Rtt109 HAT inh: -8
SMILES: CCN(C(=O)COc1ccc(C(C)=O)cc1)c1cccc2ccccc12
- SR-BI uptake up: 0
- dFosB act: -5
- Wnt act: 1
- HTR5A ag: -3
- PvdQ inh: 7
- RTF Ca sens act: -6
- CDK5 p35 inh: 2.1
- SR-BI DiI inh: 0
- MITF TRPM1 HTS: -3
- Rtt109 HAT inh: 3

The listing continues:
Structure,SR-BI uptake up,dFosB act,Wnt act,HTR5A ag,PvdQ inh,RTF Ca sens act,CDK5 p35 inh,SR-BI DiI inh,MITF TRPM1 HTS,Rtt109 HAT inh
O=C(NCc1ccc2c(c1)OCO2)c1cc2c(s1)CSC2,7,-6,-5,2,-2,-2,0.6,-7,-7,-3
COc1ccc(OCc2n[nH]c(=S)n2-c2ccc(C)cc2)cc1,13,-12,-2,-4,-16,-4,1.3,-13,-7,-1
CCOC(=O)Cc1ccc(NC(=O)c2ccc(C(C)(C)C)cc2)cc1,18,-7,.,-3,-4,1,0.6,-18,-8,9
COCCCNC(=O)CN(c1ccc(F)cc1)S(=O)(=O)c1ccc2c(c1)OCCO2,.,-7,0,1,-16,3,2.6,.,-2,-7
COCCn1c(=O)c2ccccc2c2ccccc2c1=O,22,0,2,1,4,28,-0.6,-22,-4,5
O=[N+]([O-])c1cc(C(F)(F)F)ccc1N1CCC(O)CC1,-2,-1,-1,-2,-14,0,-1.2,2,5,-7
CCOC(=O)Cn1nc(-c2ccccc2)c2cnc3ccc(CC)cc3c21,-43,-9,2,3,1,-1,0.7,43,.,0
CCCCOc1ccc(C(=O)NNC(=S)NC(=O)CC)cc1,8,-4,.,-3,-11,8,1.0,-8,-34,-6
Cn1c(=O)c2c(nc(OC/C=C/c3ccccc3)n2C)n(C)c1=O,21,1,.,-4,0,2,0.2,-21,-5,3
Cc1ccc(OCCC(=O)Nc2ccc(S(=O)(=O)Nc3nccs3)cc2)cc1,12,-11,-4,-2,7,2,-2.5,-12,4,8
Cc1cccc(NS(=O)(=O)c2c(C)noc2C)c1,17,4,0,0,-7,-6,0.4,-17,8,14
Cc1ccc(C)c(NS(=O)(=O)c2csc(C(N)=O)c2)c1,6,-2,0,-3,8,-7,-0.9,-6,-3,.
COc1cc2c(cc1OC)CN(CCC(C)c1ccc(Cl)cc1)CC2 (stereo not drawn),12,-9,-1,2,-8,8,-1.4,-12,.,1
O=C(CN1C(=O)c2ccccc2C1=O)N1CCN=C1c1ccccc1,0,-6,2,-1,-22,16,3.7,0,.,2
Cc1cc(=O)n2nc(N3CCCC3C(=O)Nc3ccc(C(C)C)cc3)sc2n1 (stereo not drawn),-1,-12,-2,5,-18,21,0.1,1,0,5
CC1CCN(C(=O)c2nc[nH]c2C(=O)N2CCC(C)CC2)CC1,30,2,5,-2,-2,-3,0.0,-30,-1,13
O=C(NCc1ccco1)C(Cc1ccccc1)NS(=O)(=O)c1cccc2nsnc12 (stereo not drawn),32,-5,-6,2,6,1,1.1,-32,.,8
Cc1cccc(Cl)c1NC(=S)N1CCN(c2ccc([N+](=O)[O-])cn2)CC1,7,2,9,2,2,5,-0.9,-7,.,5
Cc1ccc(OCC(=O)O/N=C(\N)c2cccc([N+](=O)[O-])c2)cc1C,4,5,-2,-3,-10,1,-1.3,-4,-18,-2
Cn1c(N)c(C(=O)COC(=O)Cc2ccc(Cl)cc2)c(=O)n(C)c1=O,-1,-2,-1,1,-15,2,0.1,1,1,-1

Continued:
Structure,SR-BI uptake up,dFosB act,Wnt act,HTR5A ag,PvdQ inh,RTF Ca sens act,CDK5 p35 inh,SR-BI DiI inh,MITF TRPM1 HTS,Rtt109 HAT inh
Cn1c(=O)[nH]c(=O)c2c1nc(CN(Cc1ccccc1)Cc1ccccc1)n2CCN1CCOCC1,21,-1,.,.,2,4,-0.7,-21,1,9
Cc1ccccc1NC(=O)NC1(C(=O)NCCCN2CCOCC2)CCCCC1,15,-7,.,2,-11,-4,-0.8,-15,-4,7
C=CCn1c(CNC(=O)c2cccs2)nnc1SCC(=O)Nc1ccc(C(=O)O)cc1,18,8,.,-9,-13,-1,-0.6,-18,11,6
Cc1c(Cl)ccc2c(C(O)CBr)cc(-c3ccccc3)nc12 (stereo not drawn),-58,-4,-1,1,5,-5,3.4,58,-6,.
CCCN1CNc2c(c(=O)[nH]c(=S)n2-c2ccc(Cl)cc2)C1,15,-3,-1,-2,-6,-1,-1.0,-15,12,3
O=C(O)c1ccc(-c2ccc(/C=C3\NC(=O)N(Cc4ccc(Cl)cc4)C3=O)o2)cc1Cl,16,-15,-1,9,6,-8,-7.9,-16,5,19
COc1ccc(C(C#N)(CC(=O)O)c2cnccn2)cc1OC (stereo not drawn),9,-7,1,-3,-5,3,-1.2,-9,-1,-20
COc1cc(/C=C(/C(=O)c2cccs2)c2nc3ccccc3[nH]2)cc(OC)c1O,4,-6,.,-1,-13,-4,0.3,-4,.,-4
